hERG WT inh = blocks the wildtype human KCNH2 potassium channel | U2OS, BacMam KCNH2, thallium flux FluxOr; hits give low values | activity change, % at 1.84 µM | hit rate 0.37% among 340,000;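 active = maximum activity change below -70%; inconclusive = maximum activity change between -70% and -50%; inactive = maximum activity change above -50%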; also: % is scaled to controls: 0 for no effect and ±100 for the full control effect
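U2OS cells were transduced with wild-type KCNH2 virus (2.03 x 10^8 / mL) for 4 h at room temperature, then cultured overnight at 37 C. Thallium flux was read with FluxOr dye. Rate constants were normalized to DMSO controls.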
MBNL1-CUG inh = blocks human MBNL1 binding to CUG repeat RNA | AID 2675 | Potency, µM (highest dose often 57.5 µM), for inactives: at the highest dose activity change, negative = inhibition, actives largely listed as inhibitors | hit rate 0.036% among 280,000 | TR-FRET MBNL1-His/biotin-(CUG)12 binding, 665/545 ratio | Q9NR56; active = well fitted inhibition curve with a large enough effect in the signal ratio, with a control signal flat, not every such curve was filed as active; inconclusive = small, poorly fitted or top-dose-only effect, or effect the other way, or a change in a side signal; inactive = no such curve, though single readings can be large or run the other way; the % refers to the signal ratio; also: potency is read from the fitted curve at half-maximal effect; % is scaled to controls: 0 for no effect and ±100 for the full control effect
Target sequence (Q9NR56 whole entry, looked up): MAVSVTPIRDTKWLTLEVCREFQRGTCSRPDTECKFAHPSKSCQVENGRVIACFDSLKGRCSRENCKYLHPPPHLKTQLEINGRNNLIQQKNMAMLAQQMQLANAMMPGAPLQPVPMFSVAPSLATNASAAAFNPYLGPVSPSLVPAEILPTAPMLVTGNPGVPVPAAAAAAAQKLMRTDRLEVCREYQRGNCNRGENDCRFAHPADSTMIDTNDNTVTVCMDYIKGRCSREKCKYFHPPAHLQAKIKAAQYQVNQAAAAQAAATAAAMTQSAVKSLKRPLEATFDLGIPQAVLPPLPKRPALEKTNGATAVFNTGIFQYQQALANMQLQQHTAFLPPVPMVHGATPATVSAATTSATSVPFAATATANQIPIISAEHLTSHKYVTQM
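MBNL1-His + Biotin-(CUG)12, cpd titration 92 nM–58 uM; Tb anti-His Ab 0.055 ng/ul, SA-XL665 5 nM (final); 60 min RT; ratiometric 665/545 nm, Ex 340 nm; normalized to buffer and full-complex controls.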
S-ASM inh = human S-ASM enzyme inhibition; P17405; placental ASM, HMU-PC fluorogenic substrate, 60 min; Potency, µM (doses to about 57.5 µM), for the others: at the highest dose activity change, negative = inhibition, most hits filed as inhibitors; hit rate 0.006% among 340,000; AID 504937; also: potency is read from the fitted curve at half-maximal effect
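qHTS format. ASM enzyme prepared from human placenta hydrolyses the fluorogenic substrate HMU-PC0 (9 uM final) over 60 min at 37 °C after a 10 min compound preincubation.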
Mito fusion yeast = mitochondrial division inhibition or fusion activation | hit rate 0.23% among 320,000 | S. cerevisiae fusion-defective mutant growth rescue, CellTiterGlo 48 h | Potency, µM (titrated, usually from 46.1 µM), for inactives: top-dose growth rescue (activation), hits mostly activators;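 also: potency is read from the fitted curve at half-maximal effect; % of control where 0% means no effect; nearly all actives have a fitted effect of over 45% in size; temperature-sensitive fusion mutants such as fzo1-1 at 37 °C on non-fermentable ethanol glycerol medium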
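Growth-rescue viability read-out: after 48 h at the non-permissive 37C in glycerol/ethanol YPEG, yeast mitochondrial fusion mutants are measured by CellTiterGlo luminescence; compounds (23 nl pinned per well) restoring growth score as division inhibitors or fusion activators.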
PKM2 activator = PKM2 (human) enzyme activation; P14618; purified PKM2, Kinase-Glo ATP luminescence, activation; response scale: 0% is enzyme alone, no compound; Potency, µM (doses to about 57.5 µM), without a hit: at the highest dose activation, hits mostly activators; hit rate 0.34% among 260,000; also: potency is read from the fitted curve at half-maximal effect; % is scaled to controls: 0 for no effect and ±100 for the full control effect; nearly all actives have a fitted effect of over 55% in size
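Kinase-Glo luminescence reports ATP generated from ADP (0.1 mM) and PEP (0.5 mM) by purified hPK-M2 after 1 h at room temperature, pH 7.2 imidazole buffer; intermediate enzyme activity allows detecting inhibitors and activators.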
TSHR antag = blocks TSH signaling through the human TSH receptor. P16473. TSHR-expressing cells, TSH-stimulated cAMP HTRF, 2 h; hits give low values. activity change, negative = inhibition, % at 11.5 µM. hit rate 0.2% among 330,000. AID 504810;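 active = activity change below a set negative limit, meaning inhibition stronger than a set level, cut at about -70% in these data; inconclusive = activity change between two set negative limits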; also: % is scaled to controls: 0 for no effect and ±100 for the full control effect
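TSHR-expressing cells, 200/well, pre-treated with compound, then stimulated with EC80 TSH (4nM final) for 2 hours at 37 deg C. cAMP measured by competitive HTRF: anti-cAMP cryptate antibody in lysis buffer plus cAMP-d2, read after 30 minutes at room temperature.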
Eya2 phos inh = inhibitors of human Eya2 phosphatase activity; O00167; recombinant Eya2, OMFP fluorescence dephosphorylation (OMFP is methylfluorescein phosphate); Potency, µM (highest dose often 76.9 µM), for the others: at the top dose activity, negative = inhibition, usual class: inhibitors; hit rate 0.006% among 330,000; AID 488837; also: potency is read from the fitted curve at half-maximal effect; % is scaled to controls: 0 for no effect and ±100 for the full control effect
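Eya2 protein (added as 0.2 uM solution) was preincubated with compound for 10 min at ambient temperature in 50 mM HEPES pH 7.5, 50 mM NaCl, 5 uM MgCl2, 0.05% BSA, 1 mM DTT. OMFP (added at 50 uM) then reacted 10 min; fluorescence read at 485/525 nm.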
BCR signal inh = blocks chronic active B-cell receptor signaling; ABC-DLBCL IkBa-CBG/CBR reporter, luminescence ratio, 4 h; Potency, µM (highest dose often 46.1 µM), for inactives: at the highest dose ratio change, negative = lower green/red ratio, actives largely listed as inhibitors; hit rate 0.05% among 340,000; AID 493014; active = well fitted inhibition curve with a large enough effect in the signal ratio, with a control signal flat, not every such curve was filed as active; inconclusive = small, poorly fitted or top-dose-only effect, or effect the other way, or a change in a side signal; the % refers to the signal ratio;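 also: potency is read from the fitted curve at half-maximal effect; plate controls were basal doxycycline-induced cells for no effect and cells given 10 µM MG132 for full effect; MG132 reads +100%, hits lower the ratio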
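Compounds up to 46 uM were incubated four hours with TMD8 cells whose green CBG68 luciferase is fused to IkappaBalpha; red CBR luminescence normalised the signal, and concentration-effect curves were fitted to fusion, red and ratio data.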
Menin-MLL TR inh = menin-MLL binding inhibition, Texas Red mutant peptide; Potency, µM (top dose mostly 61.6 µM), inactives show at the top dose FP activity change, negative = inhibition, most hits filed as inhibitors; Menin + Texas Red MLL mutant peptide, fluorescence polarization; hit rate 0.23% among 270,000; O00255; active = well fitted inhibition curve with a large enough effect in the polarisation, with a control signal flat, not every such curve was filed as active; inconclusive = small, poorly fitted or top-dose-only effect, or effect the other way, or a change in a side signal; inactive = no such curve, though single readings can be large or run the other way; the % refers to the polarisation; also: potency is read from the fitted curve at half-maximal effect; % of control where 0% means no effect; many of its hits are not listed in these tables
Target sequence (O00255 whole entry, looked up): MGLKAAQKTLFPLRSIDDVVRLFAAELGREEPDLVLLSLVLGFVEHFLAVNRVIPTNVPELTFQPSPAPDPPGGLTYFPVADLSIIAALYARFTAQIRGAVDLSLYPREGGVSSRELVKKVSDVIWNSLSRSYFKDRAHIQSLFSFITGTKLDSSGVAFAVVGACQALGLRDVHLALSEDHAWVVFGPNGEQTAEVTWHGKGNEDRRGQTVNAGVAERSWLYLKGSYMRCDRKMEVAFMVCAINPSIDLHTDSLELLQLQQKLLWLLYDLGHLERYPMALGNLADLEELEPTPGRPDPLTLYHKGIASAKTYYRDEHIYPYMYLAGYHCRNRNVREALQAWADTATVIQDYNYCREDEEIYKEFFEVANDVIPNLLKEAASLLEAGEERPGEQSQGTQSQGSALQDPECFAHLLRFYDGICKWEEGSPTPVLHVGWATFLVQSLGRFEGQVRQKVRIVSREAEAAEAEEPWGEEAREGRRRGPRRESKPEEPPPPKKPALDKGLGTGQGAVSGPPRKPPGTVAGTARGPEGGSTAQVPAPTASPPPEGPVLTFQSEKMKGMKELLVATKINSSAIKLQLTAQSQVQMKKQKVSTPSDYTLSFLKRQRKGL
USP2a inh = USP2a (human) protease inhibition; AID 463254; USP2 core, Ub-CHOP2 coupled fluorogenic reporter, 485/531; Potency, µM (highest dose often 38.3 µM), inactives show at the highest dose activity change, negative = inhibition, most hits filed as inhibitors; O75604; hit rate 0.01% among 330,000;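 also: potency is read from the fitted curve at half-maximal effect; plate controls were DMSO wells for no effect and full inhibition by NEM control for full effect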
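Cell-free coupled assay: 10nM USP2 core preincubated 30min RT with compound in Tris-HCl pH 8.0/CaCl2/CHAPS buffer, then 25nM Ub-CHOP2 and 25nM reporter substrate; fluorescence (Ex 485/Em 531) read after 60min RT, normalized to NEM inhibition, concentration-response curves fitted.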
GALK inhibitor = blocks human galactokinase activity. P51570. Purified GALK, Kinase-Glo residual ATP luminescence. Potency, µM (titrated, usually from 57.5 µM), for the others: at the highest dose activity change, negative = inhibition, most hits filed as inhibitors. hit rate 0.007% among 270,000. AID 1868; also: potency is read from the fitted curve at half-maximal effect; % is scaled to controls: 0 for no effect and ±100 for the full control effect
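Human GALK (5 nM) with 35 uM ATP and 100 uM galactose in 20 mM HEPES pH 8.0, 5 mM MgCl2, 60 mM NaCl, 1 mM DTT, 0.01% BSA. After 1 h at room temperature, leftover ATP was read by Kinase-Glo Plus luminescence.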
Starred values were filed as active, the others as inactive; i = inactive; u = inconclusive; x = no result given; & = joins results of further samples; [ ] = dose if it differs, or a comment. Unless noted, calls follow the shape of the dose curve; as a rule, active = well fitted curve in the direction sought with a large enough effect; inconclusive = small, poorly fitted or top-dose-only effect, or another doubt; inactive = no such curve, though single readings can be large; an effect the other way counts as inactive or inconclusive. Some of the compounds tested; rates above refer to the full screens.

SMILES | hERG WT inh | MBNL1-CUG inh | S-ASM inh | Mito fusion yeast | PKM2 activator | TSHR antag | Eya2 phos inh | BCR signal inh | Menin-MLL TR inh | USP2a inh | GALK inhibitor
COc1ccc(C2(CNC(=O)/C=C/c3ccco3)CCCC2)cc1OC | -25.1 | 0.1% | -3.3% | 0.9% | 9.3% | -5.9 | 9.5% | -3.2% | -10.6% | 2.4% | 1.6%
COc1cc2c(cc1OC)CN(C(=O)CSc1nc(C)cc(C)c1C#N)CC2 | 3.7 | -11.4% | 12.8% | -2.9% | -11.3% | 25.6 | -3.0% | 8.8% | -0.5% | -1.5% | -0.1%
O=C(COc1cccc(C(F)(F)F)c1)Nc1ccc2[nH]ncc2c1 | 13.0 | -1.9% | -0.6% | 2.5% | -0.7% | 7.4 | 2.3% | 2.4% | u | 2.1% | -0.3%
Cc1sc2nc(CSCC(=O)Nc3ccc(N4CCOCC4)cc3)[nH]c(=O)c2c1C | -3.0 | x | -0.5% | 0.1% | 15.3% | 1.5 | 6.0% | 10.7% | x | 1.7% | -4.5%
CCN(CC(=O)Nc1c(F)cccc1F)C(=O)CC1CCCC1 | -0.7 | x | 0.7% | 7.0% | x | 11.5 | 2.2% | 2.7% | x | -1.6% | x
CCOc1ccc(N2C(=O)CC(Sc3nc(C)cc(C)c3C#N)C2=O)cc1 (stereo unspecified) | -3.9 | -0.6% | 4.3% | 11.9% | 5.8% | 13.6 | -0.3% | 0.3% | -2.3% | 5.8% | 4.1%
O=C(c1ccccc1)n1c(=O)c(F)cn(COCCBr)c1=O | -15.5 | 4.7% | 0.7% | 1.2% | -0.9%[11.5 µM] | 11.7 | -21.7% | -1.3% | 17.2% | 1.4% | 6.7%
Cc1oncc1C(=O)Nc1ccc2ccccc2c1 | -8.7 | -0.8% | -4.9% | 5.0% | -6.4% | -3.1 | 5.4% | u | -0.5% | -0.7% | -3.5%
O=C(CCN1C(=O)c2ccccc2C1=O)NCCN1CCOCC1 | -7.3 | 3.7% | -0.9% | -6.2% | -0.7% | 13.7 | -21.6% | 1.7% | 3.6% | 1.1% | -1.0%
FC(F)(F)c1cccc(Cc2noc(CN3CCSCC3)n2)c1 | 1.3 | 0.0% | 0.2% | -1.8% | -3.3% | -13.6 | 3.6% | -0.1% | 0.9% | 1.7% | 1.3%
CN(CC(=O)Nc1ccc(Cl)cc1)C(=O)Cn1[nH]c(=O)c2ccccc2c1=O | 1.8 | x | 5.2% | -1.1% | x | 3.1 | 9.1% | -28.7% | x | 3.4% | x
O=C(NCCN1CCOCC1)c1cc2c(=O)n3ccccc3nc2n1Cc1ccccc1 | -2.8 | u | i | -5.7% | -2.3% | -4.9 | 3.4% | -11.2% | -13.2% | -1.1% | 0.6%
CCCN(CC1CCCO1)C(=O)CCc1nnc(CCc2ccc(OC)cc2)o1 (stereo unspecified) | -0.8 | -1.4% | 1.4% | -2.2% | x | 8.9 | 11.5% | 0.4% | x | 0.2% | 3.4%
CCOC(=O)CCP(=O)(O)C(C)(O)c1ccccc1 (stereo unspecified) | 9.5 | -6.6% | 4.4% | 0.0% | -3.1% | 0.1 | -9.5% | -12.5% | 3.1% | 2.7% | -0.3%
CNC(=O)c1nc[nH]c1C(=O)NC | -3.7 | 4.8% | 4.6% | 3.0% | -3.3% | x | x | x | 12.6% | x | -0.4%
O=C(CC(=O)NC1CCCCC1)N/N=C/c1cccc2ccccc12 | 0.7 | -4.0% | -2.8% | -4.9% | 2.5% | -14.8 | -21.8% | 6.2% | u | -1.3% | -0.2%
O=C(COc1ccc(Cl)cc1)NNC(=O)c1ccccn1 | -1.5 | 3.9% | -0.2% | 2.3% | 3.1% | -15.7 | 12.1% | u | 24.9% | -1.4% | -1.0%
Cc1ccccc1NC(=O)Cc1c[nH]c2ccccc12 | 3.3 | 5.4% | 7.9% | 2.9% | 1.7% | 1.0 | -0.8% | u | 15.2% | 0.5% | 0.6%
O=C(CSC(=S)N1CCOCC1)Nc1ncc2c(n1)CC(c1ccco1)CC2=O (stereo unspecified) | 2.5 | 2.9% | 3.2% | -1.9% | 7.2% | 2.1 | 10.7% | -1.4% | x | -0.4% | x
Cc1nnc(NC(=O)CCC(=O)N2CCN(CCc3ccccc3)CC2)s1 | x | 4.4% | x | 0.4% | -3.4% | 1.7 | 24.6% | 0.0% | -0.4% | 0.5% | 10.7%
CC(=O)Nc1ccc(N2S(=O)(=O)c3ccccc3S2(=O)=O)cc1 | 13.5 | -1.3% | 1.5% | 6.9% | 1.2% | -0.4 | 1.1% | -0.1% | 8.1% | -0.3% | 2.6%
COc1ccc(-n2c(Cc3cccn3C)nnc2SCC(=O)NCc2ccco2)cc1 | -10.4 | -4.0% | -6.1% | -2.5% | 3.7% | 1.9 | -2.6% | 0.2% | -5.3% | 3.1% | -1.2%
COc1ccccc1CCNS(=O)(=O)c1cc2c3c(c1)C(C)C(=O)N3CCC2 (stereo unspecified) | 1.3 | -2.9% | 4.6% | 1.9% | x | 3.2 | -2.3% | 5.7% | x | -2.5% | 11.8%
OC1(C(F)(F)F)CC(O)(C(F)(F)F)n2nc(-c3ccccc3)cc2N1 (stereo unspecified) | 2.8 | u | -2.7% | 2.1% | u | -6.2 | -23.6% | -2.9% | 10.3% | -3.3% | 0.7%
Cc1cc(C(=O)CN2C(=O)NC3(CCCC3)C2=O)c(C)n1-c1ccc2c(c1)OCO2 | 2.3 | -3.5% | x | 16.0% | -1.9% | 7.6 | -7.2% | 0.3% | -0.6% | 3.3% | 1.0%

(more compounds)
SMILES | hERG WT inh | MBNL1-CUG inh | S-ASM inh | Mito fusion yeast | PKM2 activator | TSHR antag | Eya2 phos inh | BCR signal inh | Menin-MLL TR inh | USP2a inh | GALK inhibitor
O=C(COC(=O)c1cccnc1Nc1cccc(C(F)(F)F)c1)NCc1ccc2c(c1)OCO2 | 0.8 | -9.3% | 61.7%[activator] | -1.0% | -1.8% | -8.1 | 10.1% | u | 21.7% | 3.6% | x
COC(=O)CN(C#N)c1nc(C)cc(C)n1 | 3.7 | -1.5% | 0.7% | -3.4% | 2.7% | 3.5 | 5.9% | 1.0% | 1.1% | 5.8% | 0.3%
CCOC(=O)N1CCN(CC(=O)Nc2ccc(F)cc2)CC1 | -25.3 | -0.3% | 2.0% | -6.9% | 5.4% | 3.5 | 0.1% | -8.3% | -2.5% | 0.9% | 0.8%
Cc1cccc(CCN(C(=O)c2csnn2)C(C(=O)NC2CCCC2)c2ccco2)c1 (stereo unspecified) | -4.0 | 12.4% | -2.9% | 7.2% | x | 9.7 | -10.4% | -9.1% | -13.1% | 0.4% | -2.1%
COC(=O)[C@@]1(Cc2ccc(OC)cc2)[C@H]2c3cc(C(=O)N4CCCC4)n(Cc4ccc(C)o4)c3C[C@H]2CN1C(=O)c1ccccc1 | x | 27.4% | x | u | u | 3.4 | -3.3% | -18.6% | -4.2%&0.0% | -2.9% | x
CC(=O)N(CCN1CCOCC1)Cc1cc2cc3c(cc2nc1Cl)OCO3 | -12.5 | u | 4.7% | -6.6% | -8.8% | 5.6 | -1.5% | -16.8% | u | 1.1% | 10.6%
Oc1ccc(/C=N/Nc2ccc(C(F)(F)F)cn2)c(O)c1 | x | 3.8% | x | 10.5% | x | -3.8 | -11.6% | u | u | 1.9% | x
c1ccc(COC(CN2CCCCCC2)CN2CCCCCC2)cc1 | 62.8 | 5.1% | -1.6% | -8.2% | -1.3% | -1.9 | u | 1.4% | x | -0.4% | -0.3%
CN(C)c1ccc(NC(=O)CCN2CCN(c3ccccn3)CC2)cc1 | -7.1 | -3.7% | 1.7% | -8.6% | x | -10.7 | -17.2% | -5.9% | 7.9% | 0.4% | 0.6%
COc1ccc(C)cc1NC(=S)N1CCN(c2ncccn2)CC1 | -2.4 | 0.0% | 5.4% | -5.5% | 0.8% | -1.4 | 7.4% | 1.1% | 1.2% | 1.5% | 0.6%
CCC(=O)Nc1c(-c2ccccc2Cl)c(=O)c2ccccc2n1C | -5.0 | -2.5% | 5.6% | 1.9% | x | 8.8 | -3.0% | 4.9% | -16.1% | 0.1% | 3.7%
Cc1ccc2c(c1)c1c3n2CCN(C(=O)CN2CCN(C)CC2)C3CCC1 (stereo unspecified) | 4.8 | -2.0% | -5.4% | -13.8% | 2.0% | -6.1 | 4.2% | u | -10.5% | 2.0% | 1.9%
